KB-3-1 tox = kills parental KB-3-1 adenocarcinoma cells; KB-3-1 viability, CellTiter-Glo ATP luminescence, 72 h; Potency, µM (doses to about 46.1 µM), for inactives: at the top dose activity change, negative = cytotoxic, actives largely listed as cytotoxic; hit rate 1.4% among 400,000; further: potency means the concentration at half of the fitted maximal effect; on the % scale 0 is the no-effect control and ±100 the full control effect; nearly all actives have a fitted effect of over 60% in size
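Cells are dispensed, compounds pinned in, plates held at 37 °C for 72 h, then CellTiter-Glo is added and luminescence read after 10 minutes. Cell line: parental KB-3-1 in phenol-red-free DMEM, 10% FBS.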
ATXN2 expr inh = reduces ATXN2 reporter expression in HEK-293 cells. HEK-293 ATXN2-luciferase reporter, luminescence, 24 h. Potency, µM (highest dose often 57 µM), for the others: at the top dose activity change, negative = inhibition, usual class: inhibitors. hit rate 0.72% among 360,000; further: potency means the concentration at half of the fitted maximal effect; on the % scale 0 is the no-effect control and ±100 the full control effect; nearly all actives have a fitted effect of over 55% in size
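ATXN2-luciferase reporter cells (luciferase flanked by upstream and downstream ATXN2 gene portions) were treated 24 h at 37 °C with compounds at up to 57 uM. SteadyGlo luminescence gave expression; GF-AFC fluorescence gave viability.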
MCF10A rereplic = induces DNA re-replication in MCF 10a normal breast cells. AID 624296. Potency, µM (titrated, usually from 46.1 µM), for the others: at the highest dose activity, positive = re-replication, hits mostly activators. hit rate 2.9% among 350,000. MCF 10A DNA re-replication, Hoechst nuclear intensity, 48 h; further: potency means the concentration at half of the fitted maximal effect; % of control where 0% means no effect; nearly all actives have a fitted effect of over 50% in size
KB-V1 MDR tox = KB-V1 MDR subline cytotoxicity. KB-V1 MDR cells viability, CellTiter-Glo, 72 h. Potency, µM (series often up to 46.1 µM), inactives show top-dose activity change, negative = cytotoxicity, actives largely listed as cytotoxic. hit rate 3.4% among 400,000. AID 1347076; further: potency means the concentration at half of the fitted maximal effect; on the % scale 0 is the no-effect control and ±100 the full control effect; nearly all actives have a fitted effect of over 60% in size
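Cytotoxicity via CellTiter-Glo luminescence after 72 h compound exposure at 37 degrees C. Cells: drug-selected KB-V1 line, DMEM phenol-red free plus 10% FBS. Compounds tested at multiple concentrations; normalized data fitted to concentration-effect curves.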
ATXN viability = cell viability loss in ATXN counter-screen. AID 651635. Potency, µM (series often up to 56.7 µM), actives largely listed as cytotoxic. hit rate 0.49% among 400,000. S2 cells (HEK-293 line with an ATXN2-luciferase reporter) viability, CellTiter-Fluor protease fluorescence, 24 h; further: potency means the concentration at half of the fitted maximal effect; nearly all actives have a fitted effect of over 40% in size
HT1080 IDH1KD tx = HT-1080 IDH1 knockdown cell toxicity (counter line); AID 686971; hit rate 2% among 360,000; Potency, µM (highest dose often 46.1 µM), for inactives: top-dose activity, negative = toxicity, actives largely listed as cytotoxic; HT-1080 IDH1 knockdown viability, ATP luminescence, 48 h;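 further: potency means the concentration at half of the fitted maximal effect; 0% = DMSO wells and -100% = cell-free medium wells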
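In this qHTS, HT-1080 cells depleted of IDH1 are exposed for 48 h at 37 °C to compound titrations. Toxicity is scored from CellTiter-Glo luminescence, with DMSO as full viability and medium alone as none.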
HT1080NT lethal = kills 2HG-producing HT-1080-NT fibrosarcoma cells; Potency, µM (series often up to 46.1 µM), for inactives: at the highest dose activity, negative = less viability, most hits filed as cytotoxic; hit rate 1.6% among 360,000; HT-1080-NT fibrosarcoma viability, CellTiter-Glo ATP luminescence, 48 h;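 further: NT is the 2HG producing partner of a matched IDH1 knockdown line; potency means the concentration at half of the fitted maximal effect; 0% = DMSO-treated cells and -100% = media-only wells without cells; nearly all actives have a fitted effect of over 55% in size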
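Fibrosarcoma NT cells, 750 per well in 5% FBS RPMI, were exposed to compound for 48 hours. Viability: CellTiter-Glo luminescence.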
IL1B secr inh = blocks inflammasome-driven IL-1 beta release; activity change, % at 57.5 µM; THP-1 LPS/ATP IL-1B secretion, AlphaLISA, 16 h; active compounds read low; hit rate 4.7% among 360,000; in the data active means activity change below about -50%; inconclusive means mostly about -30% to -49%; further: on the % scale 0 is the no-effect control and ±100 the full control effect
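Secreted IL-1B measured by AlphaLISA bead assay after 16 h compound exposure of THP-1 cells; compounds (final up to 57.5 uM) added 1 h before LPS (250 ng/mL) and ATP (1.25 mM) stimulation; lower signal means less secretion.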
SW480 rereplic = inducers of DNA re-replication in SW480 colon cancer cells | AID 624297 | hit rate 1.8% among 340,000 | Potency, µM (titrated, usually from 46.1 µM), inactives show at the highest dose re-replication activation, most hits filed as activators | SW480 DNA re-replication, Hoechst DNA content imaging, 48 h; further: potency means the concentration at half of the fitted maximal effect; % of control where 0% means no effect; nearly all actives have a fitted effect of over 55% in size
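Quantitative HTS format with DMSO vehicle controls; 48 hr drug incubation at 37 C, then 40 min Hoechst staining and scanning imager measurement at 405 nm excitation.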
* = called active by the depositor; i = inactive; ? = inconclusive; nt = no result given; [ ] = remark or other dose. Unless noted, the call rests on the fitted dose curve; in most records, active means well fitted curve in the direction sought with a large enough effect; inconclusive means small, poorly fitted or top-dose-only effect, or another doubt; inactive means no such curve, though single readings can be large; an effect the other way counts as inactive or inconclusive.

SMILES	KB-3-1 tox	ATXN2 expr inh	MCF10A rereplic	KB-V1 MDR tox	ATXN viability	HT1080 IDH1KD tx	HT1080NT lethal	IL1B secr inh	SW480 rereplic
COc1ccc(C(=O)NCC(=O)N2CCCC(C(F)(F)F)C2)cc1OC (stereo unspecified)	14%	6%	-1%	12%	?	11%	3%	21	-2%
O=C(COC(=O)/C=C/c1ccco1)NCc1ccccc1Cl	11%	-14%	0%	?	i	18%	8%	25	-9%
CCCn1c2c(c(O)c(C(=O)Nc3nc4ccccc4s3)c1=O)CCCC2	2%	-5%	-6%	3%	i	14%	-2%	-3	4%
Cc1ccc(C(=O)NC(=S)Nc2ccc3[nH]c(=O)[nH]c3c2)cc1	-4%	-6%	8%	-4%	i	-1%	0%	-5	4%
Cc1onc(-c2ccc(Br)cc2)c1C(=O)Nc1ccc(Br)cc1F	-7%	42%[activator]	nt	16%	i	nt	nt	nt	nt
CC(C)c1ccc(CN2CCC2(C)C(=O)Nc2cnc3ccccc3c2)cc1 (stereo unspecified)	0%	-19%	nt	-22%	?	?	?	-1	nt
Cc1ccc(S(=O)(=O)Nc2cc3c4c(c2)CCC(=O)N4CCC3)cc1	-6%	25%	9.2µM*	-25%	i	-4%	-14%	60	-75%[inhibitor]
Cc1ccc(S(=O)(=O)N2CCN(CC(=O)Nc3ccc(N4CCOCC4)cc3)CC2)cc1C	10%	5%	5%	?	i	6%	5%	11	-5%
O=C(c1ccncc1)N1N=C(c2ccc(Br)cc2)CC1c1ccccc1O (stereo unspecified)	-11%	?	?	21µM*	i	?	?	-63*	6%
COc1ccc(C2C(C(=O)c3ccco3)=C(O)C(=O)N2CCOCCO)cc1OC (stereo unspecified)	-2%	0%	-1%	17%	i	13%	-1%	-14	-6%
N#CCC(=O)NNC(=S)NC(=O)C(c1ccccc1)c1ccccc1	8%	-10%	?	2%	i	0%	-1%	9	28%
NC(=O)CN1CCN(C2CC(=O)N(CCc3ccccc3)C2=O)CC1 (stereo unspecified)	3%	3%	-12%	0%	i	12%	16%	-17	-6%
CN(CC(=O)NCCc1ccc(Cl)cc1)S(=O)(=O)c1cccs1	3%	25%	36%	2%	i	-8%	-4%	-17	-48%[inhibitor]
CC12CC(=O)C3C(CCC4=CC(=O)CCC43C)C1CC=C2CC(=O)O (stereo unspecified)	3%	1%	2%	11%	i	1%	7%	-12	-10%
Cc1ccccc1NC(=O)C(=O)NC(C)CCc1ccccc1 (stereo unspecified)	-1%	7%	15%	16%	i	-5%	-4%	14	-7%
CCc1ccc(Nc2cc(C)nc3ncnn23)cc1	?	2%	1%	?	i	-10%	-1%	-7	-121%[inhibitor]
CCCOc1ccc(/C=C/C(=O)N2CCOCC2)cc1	19%	24%	0%	-13%	i	9%	4%	-14	-32%
CCc1nc2ccc(C(=O)NCCCN3CCCC3=O)cn2c1N(CC)CCN(C)C	?	3%	nt	1%	i	6%	18%	42	nt
CCSc1nnc(NC(=O)CSc2nnc(CNC(=O)c3ccc(OC)c(OC)c3)o2)s1	18%	0%	-9%	13%	i	11%	-1%	28	-26%
CC1(C)CC2(CCCN3C(=O)CSC32)CCS1 (stereo unspecified)	-4%	-2%	17%	2%	i	14%	19%	20	-3%

A draw from above in order of count of non-hydrogen atoms, smallest number first:
SMILES	KB-3-1 tox	ATXN2 expr inh	MCF10A rereplic	KB-V1 MDR tox	ATXN viability	HT1080 IDH1KD tx	HT1080NT lethal	IL1B secr inh	SW480 rereplic
Cc1ccccc1NC(=O)C(=O)NC(C)CCc1ccccc1 (stereo unspecified)	-1%	7%	15%	16%	i	-5%	-4%	14	-7%
Cc1ccc(S(=O)(=O)Nc2cc3c4c(c2)CCC(=O)N4CCC3)cc1	-6%	25%	9.2µM*	-25%	i	-4%	-14%	60	-75%[inhibitor]
COc1ccc(C(=O)NCC(=O)N2CCCC(C(F)(F)F)C2)cc1OC (stereo unspecified)	14%	6%	-1%	12%	?	11%	3%	21	-2%
CCCn1c2c(c(O)c(C(=O)Nc3nc4ccccc4s3)c1=O)CCCC2	2%	-5%	-6%	3%	i	14%	-2%	-3	4%
CC(C)c1ccc(CN2CCC2(C)C(=O)Nc2cnc3ccccc3c2)cc1 (stereo unspecified)	0%	-19%	nt	-22%	?	?	?	-1	nt
COc1ccc(C2C(C(=O)c3ccco3)=C(O)C(=O)N2CCOCCO)cc1OC (stereo unspecified)	-2%	0%	-1%	17%	i	13%	-1%	-14	-6%
CCc1nc2ccc(C(=O)NCCCN3CCCC3=O)cn2c1N(CC)CCN(C)C	?	3%	nt	1%	i	6%	18%	42	nt
CCSc1nnc(NC(=O)CSc2nnc(CNC(=O)c3ccc(OC)c(OC)c3)o2)s1	18%	0%	-9%	13%	i	11%	-1%	28	-26%
Cc1ccc(S(=O)(=O)N2CCN(CC(=O)Nc3ccc(N4CCOCC4)cc3)CC2)cc1C	10%	5%	5%	?	i	6%	5%	11	-5%

(listing goes on)
SMILES	KB-3-1 tox	ATXN2 expr inh	MCF10A rereplic	KB-V1 MDR tox	ATXN viability	HT1080 IDH1KD tx	HT1080NT lethal	IL1B secr inh	SW480 rereplic
COc1ccc(OC)c(NC(=O)CN(C)CC(=O)Nc2ccccc2Cl)c1	10%	-9%	5%	-13%	i	-2%	-26%	12	7%
COc1ccc(OC)c(Cc2nnc(CCC(=O)NCc3ccc(C)s3)o2)c1	5%	5%[11.3 µM]	-5%	-1%	i	14%	2%	15	-3%
Cc1ccccc1Cn1cc(S(=O)(=O)c2ccc(F)cc2)c(=O)c2cc3c(cc21)OCO3	-10%	-6%	nt	12%	i	nt	nt	nt	nt
CC1CCN(C(=S)c2ccc(O)cc2)CC1	18%	5%	3%	17%	i	7%	11%	-12	0%
CC(=O)Nc1cc(-c2ccc(C(=O)N3CCOCC3)cc2)cn2c(-c3cccc(C(C)=O)c3)cnc12	0%	-7%	nt	-1%	i	-16%	-23%	?	nt
COc1ccc(CCN2CC(C(=O)Nc3cc(F)ccc3F)CC2=O)cc1OC (stereo unspecified)	0%	4%	-12%	4%	i	-11%	-1%	22	-21%
O=C(CC12CC3CC(CC(C3)C1)C2)NCc1ccco1	0%	1%	?	-2%	i	19%	2%	-15	-3%
CC(C)(C)c1nnc(N/N=C/c2cc(Br)ccc2O)n(N)c1=O	?	?	?	?	i	?	?	12	?
CCOc1ccccc1C(=O)Nc1ccc2nc(N3CCN(c4ncccn4)CC3)cc(C)c2c1	15µM*	14µM*	8.2µM*	8.2µM*	?	?	?	?	?
O=C(NNS(=O)(=O)c1ccc(F)cc1)C1CCN(S(=O)(=O)c2ccccc2)CC1	3%	-15%	7%	-6%	i	15%	0%	0	-7%
Cc1cccc(C)c1NC(=O)C(c1ccnc2ccccc12)n1c(=O)c(-c2ccccc2)nc2ccccc21 (stereo unspecified)	-24%	nt	nt	?	nt	-16%	-15%	-20	nt
CC1CCCN(c2ccc([N+](=O)[O-])cc2C(=O)c2ccccc2)C1 (stereo unspecified)	?	-22%	?	2%	?	2.9µM*	?	90	4.1µM*
COc1ccc(OC)c(CN2CCSCC2)c1	-8%	-6%	4%	-6%	i	15%	14%	-3	0%
Cc1ccc([C@H]2C(C#N)=C(N)Oc3cc(C)oc(=O)c32)o1	-2%	-27%	?	-2%	i	-8%	?	-106*	?
COc1ccc(-c2oc3c(c2C(=O)OCCCO)C(OCCCCCO)CCC3)cc1 (stereo unspecified)	2%	10%	nt	?	i	6%	0%	5	nt
CCCn1nc(C(=O)NNC(=O)CCOc2ccccc2OCC)c2ccccc2c1=O	-1%	7%	1%	-9%	i	1%	-4%	-13	-62%[inhibitor]
O=C(CCc1c[nH]c2ccccc12)N[C@@H](Cc1c[nH]c2ccc(O)cc12)C(=O)O	0%	8%	-6%	0%	i	9%	20%	-1	-8%
COC(=O)C1=C(N)Oc2cc(C)n(Cc3cccnc3)c(=O)c2C1c1ccccc1OC (stereo unspecified)	9%	-14%	-8%	21%	i	8%	2%	33	-5%
Cn1c(Cn2c(=O)sc3ccccc32)nnc1SCC(=O)NCc1ccccc1	5%	2%	4%	2%	i	-9%	-13%	134	9%
COc1ccc(CC(=O)NNC(=O)CCc2ccccc2)cc1	7%	-10%[11.3 µM]	-5%	4%	i	10%	7%	-4	-12%
Cc1ccc(-n2ncc3c(=O)n(Cc4ccccn4)cnc32)cc1C	-3%	32%	6%	?	i	-4%	-5%	12	-18%
Cc1nn(-c2ccccc2)c(C)c1C(=O)OC(C)C(=O)NC1CCCCC1 (stereo unspecified)	-16%	-36%	?	-16%	i	-14%	21µM*	?	5%
COC(=O)C1C(=O)C2=C(CC1C)NC(=O)CC2c1ccc(O)c(OC)c1 (stereo unspecified)	-4%	2%	25%	-12%	i	-4%	0%	-5	4%
NC(=O)COC(=O)CCSc1ccc(Cl)cc1	-1%	-27%	-4%	-17%	?	-9%	4%	-20	0%
CN(C)c1ccc(NC(=S)N2CCN(c3ncc(C(F)(F)F)cc3Cl)CC2)cc1	-10%	-3%	?	3%	i	2%	21%	-1	-14%
Cc1cccc(OCCCC(=O)Nc2ccc(N(C)C)cc2)c1	-1%	63%[activator]	22%	-11%	i	19%	18%	-5	6%
CCSc1nc(N)c2c(C)c(C)sc2n1	13%	1%	9%	5%	?	19%	5%	4	-5%
CC(C)(C)Nc1nc(NC(C)(C)C)nc(-n2ccnc2)n1	2%	7%	29%	-12%	i	-18%	-5%	-22	?
COC(=O)C[C@H]1c2cc(F)ccc2S(=O)(=O)N1C(C)C	18%	9%	-3%	27%	i	6%	5%	16	14%[9.22 µM]
